Diaph act CS: counter-screen for diaphorase-based assays: diaphorase activators and chemical reducers. 0.005% of 190,000 active. Diaphorase/resazurin coupled assay, resorufin fluorescence, 16 min; hits give high values; 1 = vehicle wells, 0 = NADH-free wells. activation factor at 20 µM;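 active = diaphorase activity raised at least twofold by the compound at 20 µM; inactive = activation factor below 2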
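Material: purified diaphorase enzyme from Clostridium kluyveri; Also added: 0.114 mM NADH and 0.1 mM resazurin, final amounts; Doses: single compound dose of 20 µM, 1% DMSO final; Times: 16 min enzyme reaction, ambient temperature; Detection: resorufin fluorescence, excitation 544 nm, emission 590 nm; Measure: increased resorufin signal from activators or reducing compounds.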
APP 5UTR inh: APP translation inhibition | SH-SY5Y APP 5'UTR-luciferase reporter, luminescence | inhibition, % at 2 µM | 0.82% of 190,000 active | AID 1285;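 active = inhibition above a set limit, derived from the sample mean plus 3 SD, cut at about 45% in these data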; note: values of inactives mirror those of a sister screen read the other way
STAT1 act: activators of IFN-gamma induced STAT1 signaling; NIH 3T3 STAT1-luciferase reporter, luminescence; 100% = IFN-gamma alone, no compound; activation (% of control), % at 5.5 µM; 2.6% of 200,000 active; AID 932;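 active = activation above the screen-wide mean activation plus 3 SD, cut at about 130% in these data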;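 note: raw ratio to IFN-gamma control signal so 100% means no change and 0% no light; values of inactives mirror those of a sister screen read the other way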
Diaph inh CS: counter-screen for diaphorase-based assays: diaphorase inhibitors and chemical oxidizers | inhibition, % at 20 µM | diaphorase resazurin-to-resorufin fluorescence, NADH, 16 min; bacterial (C. kluyveri) enzyme, not human | 0.69% of 190,000 active;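 active = primary screen inhibition at 20 µM above a set limit, cut at about 50% in these data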;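 note: plate controls were DMSO with full reaction for no effect and wells lacking NADH for full effect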
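controls = No-NADH positive control and DMSO neutral control | system = Clostridium kluyveri diaphorase enzyme | timing = reaction incubation of 16 min at room temperature | signal = resorufin fluorescence 544/590 nm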
STAT1 inh: STAT1 signaling inhibition. NIH 3T3 STAT1-luciferase reporter, IFN-gamma, luminescence. inhibition, % at 5.5 µM. 0.35% of 200,000 active;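 active = inhibition above a set limit, the mean inhibition across all tested compounds plus 3 SD, cut at about 34% in these data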;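 note: 0% = IFN-gamma with DMSO and 100% = IFN-gamma with 300 µM nifuroxazide; values of inactives mirror those of a sister screen read the other way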
STAT3 blocker: reduces IL-6 driven STAT3 reporter signal; AID 862; 0.89% of 190,000 active; U3A cells, IL-6 STAT3-luciferase reporter, luminescence; host cell line lacks STAT1; inhibition, % at 5.5 µM;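 active = inhibition above the mean inhibition across all screened compounds plus 3 SD, cut at about 44% in these data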;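 note: 0% = DMSO only wells and 100% = 100 µM nifuroxazide control wells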
TLR4-MyD88 BLA: TLR4-MyD88 interaction inhibition in cells; O00206+Q99836; HeLa CL3-4 TLR4/MyD88 BLA complementation, FRET ratio; inhibition, % at 8.4 µM; 0.18% of 200,000 active; in the data active = inhibition above about 25%;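 note: 0% = vehicle and 100% = reference inhibitor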
Target sequence (O00206 whole entry, looked up): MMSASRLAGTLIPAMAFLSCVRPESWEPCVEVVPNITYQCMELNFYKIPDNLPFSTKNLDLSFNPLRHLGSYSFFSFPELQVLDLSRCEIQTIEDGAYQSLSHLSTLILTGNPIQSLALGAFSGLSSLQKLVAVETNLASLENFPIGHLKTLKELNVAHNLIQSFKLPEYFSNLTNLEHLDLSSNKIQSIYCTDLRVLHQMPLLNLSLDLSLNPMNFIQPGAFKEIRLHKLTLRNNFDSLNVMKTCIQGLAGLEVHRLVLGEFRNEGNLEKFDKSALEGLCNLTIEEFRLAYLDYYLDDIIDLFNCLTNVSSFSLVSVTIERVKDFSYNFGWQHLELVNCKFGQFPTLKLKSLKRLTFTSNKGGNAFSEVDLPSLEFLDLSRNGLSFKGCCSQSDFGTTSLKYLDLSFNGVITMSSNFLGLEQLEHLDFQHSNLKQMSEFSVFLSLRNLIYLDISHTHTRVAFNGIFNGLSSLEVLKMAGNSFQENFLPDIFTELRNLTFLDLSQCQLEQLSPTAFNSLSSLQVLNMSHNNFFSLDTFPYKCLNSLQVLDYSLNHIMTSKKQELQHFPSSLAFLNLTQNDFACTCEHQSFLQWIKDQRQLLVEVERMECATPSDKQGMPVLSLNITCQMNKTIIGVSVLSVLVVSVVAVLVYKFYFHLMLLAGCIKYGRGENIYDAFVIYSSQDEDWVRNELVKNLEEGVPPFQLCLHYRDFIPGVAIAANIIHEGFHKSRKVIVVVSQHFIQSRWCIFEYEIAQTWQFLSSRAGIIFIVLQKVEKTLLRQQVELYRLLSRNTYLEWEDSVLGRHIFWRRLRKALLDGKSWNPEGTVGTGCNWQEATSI
Target sequence (Q99836 whole entry, looked up): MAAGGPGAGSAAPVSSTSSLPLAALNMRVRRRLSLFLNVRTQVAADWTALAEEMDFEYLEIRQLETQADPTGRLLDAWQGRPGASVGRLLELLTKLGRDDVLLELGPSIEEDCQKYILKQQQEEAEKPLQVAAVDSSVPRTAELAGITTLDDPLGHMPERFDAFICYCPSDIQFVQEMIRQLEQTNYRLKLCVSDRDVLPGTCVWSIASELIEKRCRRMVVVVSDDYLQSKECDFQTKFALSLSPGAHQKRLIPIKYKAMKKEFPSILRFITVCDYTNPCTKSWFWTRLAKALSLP
G6PDH counter: inhibits Leuconostoc G6PDH, flagging false hits in G6PDH-based assays; Purified L. mesenteroides G6PDH, diaphorase/resazurin coupled fluorescence, 45 min; inhibition, % at 5 µM; 0.12% of 200,000 active; AID 1020; in the data active = inhibition above about 50%
STAT3 activator: activators of IL-6 induced STAT3 signaling; AID 871; U3A cells, IL-6 STAT3-luciferase reporter, luminescence; 100% = signal with IL-6 EC80 alone; activation (% of control), % at 5.6 µM; 0.91% of 190,000 active;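 active = activation above the screen-wide mean of compound activation plus 3 SD, cut at about 130% in these data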;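 note: 0% = background luminescence of wells with medium and substrate only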
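Assay system – human STAT1-deficient U3A cells with stable STAT3-luciferase reporter · Also added – IL-6 (33 ng/mL) · Schedule – compound 1 h, then IL-6 6 h at 37 °C · Technique – reporter luminescence signal · Evaluation – % activation versus median of IL-6-stimulated wells · Benchmarks – IL-6-only wells as 100% reference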
Hsp70 act: Hsp70 transcriptional activation, primary screen | HeLa Hsp70 promoter luciferase reporter, luminescence; scaled: vehicle 0, proteasome-inhibitor control 100% | activation, % at 10 µM | 0.04% of 200,000 active;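 active = activation above the mean across all tested compounds plus 3 SD, cutoff set per campaign, cut at about 5.5% in these data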;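 note: 100% = MG132 at 30 µM as the positive control and 0% = DMSO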
Starred values were filed as active, the others as inactive; x = not tested or not shown. No enrichment for hits, and some 6.1% of all compounds hit somewhere here.

SMILES | Diaph act CS | APP 5UTR inh | STAT1 act | Diaph inh CS | STAT1 inh | STAT3 blocker | TLR4-MyD88 BLA | G6PDH counter | STAT3 activator | Hsp70 act
CN(Cc1ccccc1)C(=O)CSc1cc(=O)n(C)c2ccccc12 | 0.9 | -19.9 | 100.3 | 6.3 | -1.8 | 24.8 | -3.6 | 3.5 | 81.4 | 0.3
Cc1noc(C)c1C(=O)OCC(=O)/C=C1\N(C)c2ccccc2C1(C)C | 1 | 0.5 | 103.4 | -0.3 | -3.8 | 22.6 | 10.3 | 7.5 | 86.9 | -0.4
CC1C(c2ccccc2)N(C)C(c2ccccc2)CC1(O)c1ccccc1 (centres undefined) | 0.9 | x | 101.1 | 14.7 | -1.2 | -1.8 | -2.4 | -0.7 | 107.8 | -0.2
Cn1c(=O)oc2cc(S(=O)(=O)N3CCC(C(=O)Nc4ccc(OC(F)(F)F)cc4)CC3)ccc21 | 1.1 | 6.2 | 96.3 | -6.8 | 5.4 | 7.3 | -7.6 | -11.8 | 97.6 | -0.3
CCCCNC(=O)c1sc(=S)n(-c2ccccc2OC)c1N | 0.9 | 14.3 | 97.0 | 8.8 | 3.3 | -2.1 | 1.9 | 14.4 | 105.6 | -0.6
CCOC(=O)NC(=O)COC(=O)CNC(=O)c1cccc(OC)c1 | 1 | 2.4 | 100.4 | -0.8 | -3.8 | 16.7 | 3.1 | 5.2 | 89.8 | 0.0
c1nc(COc2nsnc2N2CCOCC2)cs1 | 1 | 0.5 | 98.0 | 0.5 | 2.1 | 4.3 | 7.8 | 9.2 | 102.9 | -0.2
Cc1cccc(N=N/C(=C\O)C(=O)c2ccc(Br)cc2)c1 | 0.8 | 18.5 | 107.8 | 22.4 | -8.1 | 6.6 | -0.5 | 1.5 | 101.6 | -0.1
Cc1ccc(-c2nn3c(C)nnc3s2)cc1NC(=O)c1ccco1 | 0.8 | 8.1 | 99.6 | 18.0 | -0.9 | x | -5.8 | 4.3 | x | 0.3
CN1/C(=C\C(=S)NC(=O)c2cccc(Br)c2)C(C)(C)c2ccccc21 | 0.9 | -10.4 | 78.0 | 13.6 | 24.2 | 10.5 | -1.9 | -7.1 | 90.5 | -0.5
O=C(CSc1c2c(nc3ccc(Cl)cc13)CCCC2)NCCCN1CCOCC1 | 1 | -36.9 | 89.1 | -1.5 | 11.2 | -3.3 | 6.8 | 2.8 | 114.9 | 0.8
CCc1ccccc1NC(=O)c1cnccn1 | 1 | 5.7 | 98.6 | 4.2 | 2.4 | 2.1 | -5.3 | 3.9 | 101.4 | -0.3
CCSC(=O)N(CC)CC(=O)Nc1c(CC)cccc1CC | 0.9 | -8.3 | 102.6 | 6.4 | -2.9 | -3.6 | 8.5 | 4.3 | 108.4 | -0.3
Cc1ccc(/C=N/NC(=O)CSc2nc3ccccc3c(=O)n2-c2ccccc2)s1 | 0.9 | 1.4 | 103.9 | 14.5 | -4.3 | 4.3 | -6.0 | -0.8 | 99.3 | -0.3
Cc1cc(C)n(-c2c(F)c(F)c(CN3CCOCC3)c(F)c2F)n1 | 0.8 | -2.7 | 95.5 | 21.7 | 6.1 | -3.7 | 5.3 | 4.3 | 108.9 | -0.4
CCc1ccc(NC(=O)CSc2nnc(SCC(=O)Nc3ccc(CC)cc3)n2N)cc1 | 1 | 18.0 | 99.7 | 1.6 | 0.3 | -0.5 | 0.8 | -0.4 | 105.7 | -0.2
O=C(NCCCN1CCOCC1)C(=O)N/N=C/c1ccc2c(c1)OCO2 | 1.2 | -9.0 | 98.6 | -15.7 | -0.4 | 0.3 | -0.2 | 13.6 | 101.7 | -0.1
Cc1cccc(NC(=O)CN2CCN(CC(=O)Nc3cccc(C)c3)CC2)c1 | 0.9 | 2.1 | 95.9 | 10.0 | 4.5 | 3.0 | 4.3 | 3.8 | 100.3 | 0.3
CC1CCN(CCOc2ccc(OCc3ccccc3)cc2)CC1 | 1 | -3.4 | 102.7 | -0.1 | -3.1 | 0.4 | 0.1 | 6.6 | 98.9 | 0.0
Cc1oc(-c2cc(F)ccc2F)nc1CN1CCN(c2cnccn2)CC1 | 1 | 0.1 | 92.4 | 0.3 | 7.8 | 4.3 | -1.9 | 6.6 | 101.2 | -0.1
CC(=O)Nc1ccc(C(=O)CSc2nc3ccccc3n2CC(=O)N2CCCC2)cc1 | 0.7 | 9.0 | 98.8 | 30.0 | 1.4 | 6.5 | 11.9 | -2.4 | 97.7 | 0.2
Cc1ccc(NC(=O)N(CCCN2CCOCC2)Cc2cccs2)cc1C | 1 | -11.4 | 95.6 | -4.1 | 4.8 | 20.5 | -5.8 | 3.5 | 89.7 | -0.4
COc1ccc(-c2nnc(SCC(=O)Nc3ccc(Cl)cc3)n2C)cc1 | 1 | -13.5 | 99.7 | -2.2 | 0.3 | 9.1 | -8.5 | 6.3 | 94.1 | -0.2
CCOc1ccc(NC(=O)c2ccccc2NS(=O)(=O)c2ccc(F)cc2)c([N+](=O)[O-])c1 | 1 | 26.3 | 102.9 | 0.0 | -3.3 | 5.2 | -5.8 | 0.0 | 93.6 | -0.1
O=C(CSc1ccc(-c2ccccc2)nn1)Nc1ccc2c(c1)OCCO2 | 0.8 | -15.7 | 111.7 | 22.4 | -12.9 | -2.8 | 14.4 | 2.2 | 105.6 | 0.4

Additional entries follow.
SMILES | Diaph act CS | APP 5UTR inh | STAT1 act | Diaph inh CS | STAT1 inh | STAT3 blocker | TLR4-MyD88 BLA | G6PDH counter | STAT3 activator | Hsp70 act
CCS(=O)(=O)N1N=C(c2cccc(NS(C)(=O)=O)c2)CC1c1ccccc1 (centres undefined) | 1.1 | 24.9 | 103.6 | -14.3 | -5.8 | 13.4 | -12.8 | 2.1 | 97.1 | -0.3
CCOC(=O)c1sc(Nc2nc(OC)cc(OC)n2)nc1C | 0.9 | 1.1 | 101.8 | 8.4 | -4.2 | -23.7 | 1.4 | 9.9 | 126.9 | -0.1
CCc1nnc(NC(=O)CSc2nnnn2-c2cccc(C(=O)OC)c2)s1 | 0.9 | -0.5 | 93.0 | 10.3 | 7.7 | 5.6 | 5.0 | 3.5 | 97.4 | -0.3
CCOc1ccc(S(=O)(=O)Nc2ccccc2C(=O)Nc2ccccc2N2CCOCC2)cc1 | 0.7 | 22.7 | 102.5 | 30.3 | -2.7 | 6.4 | 5.7 | -2.4 | 96.3 | -0.2
CC(C)c1ccc(NC(=O)COC(=O)C2=COCCO2)cc1 | 0.9 | -3.7 | 113.6 | 9.8 | -14.9 | 0.3 | 9.1 | 3.2 | 103.3 | -0.3
COc1ccc(C2N(c3ccccc3)C(=S)N3CCCN23)cc1 (centres undefined) | 0.9 | 17.3 | 103.5 | 7.8 | -3.9 | -3.5 | -1.4 | 20.1 | 105.2 | -0.2
COc1ccc(NC(=O)c2cccc(Cn3cc(Br)c([N+](=O)[O-])n3)c2)c(C)c1 | 1 | -4.5 | 90.6 | -4.3 | 10.1 | 3.1 | -8.0 | 6.6 | 97.4 | -0.2
COc1ccc(OCC(=O)Nc2nnc(-c3ccco3)s2)cc1 | 0.9 | -3.9 | 94.7 | 11.8 | 5.9 | -12.3 | -8.5 | 1.3 | 114.2 | -0.5
CC1Cc2ccccc2N1C(=O)CSc1nnc2sc3ccccc3n12 (centres undefined) | 0.9 | 6.2 | 103.2 | 13.5 | -4.5 | 9.5 | -1.2 | -0.5 | 92.0 | -0.3
COc1cc(OC)c(C2=NOC(C(=O)N3CCN(C(=O)c4ccco4)CC3)C2)cc1Cl (centres undefined) | 1 | -15.9 | 100.8 | 2.3 | -2.8 | 14.6 | -0.3 | -5.1 | 89.4 | -0.2
CCn1c(SCC(=O)NC2CCCC2)nnc1-c1c[nH]c2ccccc12 | 0.9 | 0.1 | 103.1 | 8.3 | -3.4 | 15.2 | -4.2 | -12.6 | 94.3 | -0.3
Cc1ccc(-c2[nH]c3ccccc3c2SCCNC(=O)c2ccc(S(=O)(=O)N3CCOCC3)cc2)cc1 | 0.8 | -4.7 | 104.2 | 19.4 | -4.7 | -8.8 | 3.7 | 16.2 | 107.4 | -0.1
Cc1cc(Br)cc(C)c1NC(=O)c1ccc(C#N)cc1F | 1 | -8.3 | 99.6 | 2.1 | -1.0 | 21.3 | -0.6 | 3.9 | 88.0 | -0.3
Cc1nn(C)cc1CN(C)C(=O)CCc1nnc(CCC2CCCCC2)o1 | 1.1 | -5.0 | 116.0 | -6.8 | -19.6 | -1.8 | 14.4 | 2.0 | 104.6 | -0.1
Cc1cc(C)c(C(=O)COC(=O)Cn2cnnn2)cc1C | 0.9 | -10.7 | 103.6 | 5.1 | -3.9 | 3.6 | -4.8 | 13.5 | 103.4 | 0.1
O=C(CN1C(=O)c2ccccc2C1=O)Nc1ccc(S(=O)(=O)NCC2CCCO2)cc1 (centres undefined) | 0.9 | 7.4 | 94.7 | 11.6 | 5.7 | 6.6 | 0.8 | 1.0 | 98.0 | -0.2
O=c1cc(-c2ccccc2[N+](=O)[O-])oc2ccccc12 | 1 | -24.2 | 109.9 | 4.8 | -10.9 | -11.7 | 11.2 | 5.1 | 115.7 | -0.2
O=C(Nc1nccs1)C1CCN(S(=O)(=O)c2c(Cl)cccc2Cl)CC1 | 0.9 | -2.8 | 104.0 | 8.7 | -4.3 | 6.6 | 4.6 | -1.1 | 94.7 | -0.5
COC(=O)/C=C1/C(=O)N/C(=N\c2nc(C)cc(C)n2)N1c1ccc(OC)cc1 | 0.9 | -1.2 | 95.8 | 14.8 | 4.7 | 24.4 | -1.6 | 6.2 | 82.3 | -0.5
CC(/C=N\NC(=O)Cn1c(C)nc2ccccc21)=C\c1ccccc1 | 0.9 | 7.6 | 81.7 | 11.6 | 20.2 | 69.6* | -6.3 | 11.7 | 41.5 | -0.7
COc1nc(N=C(N)N)nc2ccc(C)cc12 | 1 | -7.6 | 115.3 | -3.8 | -16.8 | -31.4 | 9.5 | -12.4 | 121.3 | -0.3
COCCn1c(COc2ccc(OC)cc2)nc2ccccc21 | 1 | -13.6 | 111.9 | -2.0 | -15.2 | -0.3 | 3.1 | 12.1 | 101.5 | -0.3
Brc1ccccc1-n1nnc(-c2cccnc2)n1 | 0.9 | 1.7 | 125.6 | 7.4 | -25.8 | x | 0.4 | 8.2 | x | 0.0
COCCn1cc(C(=O)N2CCCC(C)C2)c2c3ccccc3n(C)c2c1=O (centres undefined) | 0.8 | -6.3 | 100.2 | 23.2 | -0.2 | 9.5 | 2.1 | -3.7 | 96.4 | -0.1

High-throughput results: PubChem BioAssay, several laboratories
